Compound activity from PubChem.
APJ agonist – agonists of human apelin receptor APJ, primary screen, CHO-K1 cells, PathHunter beta-arrestin, luminescence; 330,000 compounds, 0.11% hits; 0% DMSO wells, 100% apelin; activation, % at 20 µM;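 active means activation more than six SD over the plate average, tested at 20 µM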;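 further: 0% = DMSO alone and 100% = apelin-13 at 10 nM; some results filed as inactive read as strong as hits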
Target sequence (P35414 whole entry, looked up): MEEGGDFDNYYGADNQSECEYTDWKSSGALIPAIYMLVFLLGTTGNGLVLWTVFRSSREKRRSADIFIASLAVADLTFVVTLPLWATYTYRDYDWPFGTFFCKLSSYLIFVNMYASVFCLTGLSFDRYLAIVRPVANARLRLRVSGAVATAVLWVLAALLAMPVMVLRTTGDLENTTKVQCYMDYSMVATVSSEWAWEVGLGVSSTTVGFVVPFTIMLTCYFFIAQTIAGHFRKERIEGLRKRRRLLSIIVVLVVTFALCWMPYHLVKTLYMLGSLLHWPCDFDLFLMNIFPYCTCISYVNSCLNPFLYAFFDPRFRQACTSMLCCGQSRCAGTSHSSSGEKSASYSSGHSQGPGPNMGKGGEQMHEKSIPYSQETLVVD
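Test system: CHO-K1 APJ beta-arrestin complementation cell line | Compound: Single test compound dose, 20 µM final, 1% DMSO | Incubation: Compound 90 min 25 °C, reagent 1 h | Measured by: beta-gal luminescence | Read-out basis: APJ–arrestin association signal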
TIM10 inh – growth inhibitors of isogenic TIM10 control yeast, primary screen, counter-screen for tim10-1 yeast inhibitor project, luminescence, uHTS; inhibition, % at 10 µM; S. cerevisiae TIM10 strain growth, BacTiter-Glo luminescence, 24 h; 330,000 compounds, 1.4% hits; AID 463195, 2010;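 active means inhibition of 40% or more at the single tested concentration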;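 further: wild-type TIM10 isogenic control strain grown at permissive 25 °C; 0% = DMSO yeast wells and 100% = minimal medium wells without yeast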
NR3A LBD binder – binders of NR3A ligand-binding domain, primary screen, biophysical, differential scanning fluorimetry, uHTS. Glutamate receptor ionotropic, NMDA 3A (GRIN3A) ligand-binding domain. NR3A LBD differential scanning fluorimetry, Tm shift; 0% = protein alone, 100% = glycine-bound protein. Tm shift relative to glycine control, % at 25 µM. 340,000 compounds, 2.5% hits. AID 1259313, 2017;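 active means melting temperature shift of at least 10% of the positive control shift, at one fixed dose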
beta cell repl – inducers of MIN6 beta-cell proliferation, primary screen, ATP luminescence, uHTS | MIN6 cells proliferation, ATPlite luminescence, 48 h; cells starved in 0.2% serum; 100% = growth in 10% serum | proliferation, % at 10 µM | 330,000 compounds, 0.29% hits | AID 2380, 2010;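 active means compounds whose signal lies at least 3.5 SD above the mean of all wells on their plate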;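 further: 0% = DMSO-treated cells in low-serum medium and 100% = 10% serum control; some compounds called inactive have numbers as strong as hits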
tim23-1 inh – growth inhibitors of tim23-1 mutant yeast, primary screen, luminescence, uHTS; S. cerevisiae tim23-1 growth, BacTiter-Glo luminescence, 24 h; inhibition, % at 20 µM; 330,000 compounds, 1.3% hits; AID 463212, 2010;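 active means growth inhibition of the mutant yeast at or above 50%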;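 further: temperature-sensitive mutant grown at 25 °C; plate controls were DMSO-treated mutant yeast for no effect and medium wells lacking yeast for full effect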
NLRP3 yeast inh – NALP3 inflammasome inhibitors in reconstituted yeast, primary screen, luminescence, uHTS | 330,000 compounds, 0.39% hits | inhibition, % at 10 µM | AID 2825, 2010 | Yeast reconstituted NLRP3/ASC/caspase-1, beta-gal luminescence, 24 h;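 active means inhibition of 50% or more; inactive means inhibition below 50%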;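 further: plate controls were induced DMSO wells for no effect and uninduced yeast grown without galactose for full effect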
tim10-1 inh – growth inhibitors of tim10-1 mutant yeast, primary screen, luminescence, uHTS; S. cerevisiae tim10-1 ts strain growth, BacTiter-Glo, 24 h; inhibition, % at 20 µM; 330,000 compounds, 2.2% hits;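 active means inhibition of at least 40%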;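 further: mutant grown at 25 °C; 0% = DMSO wells with yeast and 100% = wells holding no yeast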
MPTP inh – mitochondrial permeability transition pore inhibitors, primary screen, biochemical, isolated mouse mitochondria, absorbance. inhibition, % at 10 µM. 360,000 compounds, 1.4% hits. Ca2+ swelling absorbance, 30 min;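 active means inhibition of 50% or more, scaled per plate between neutral and stimulator controls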;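 further: 0% = DMSO wells given calcium and 100% = 1 mM EGTA wells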
APJ antag – antagonists of human apelin receptor APJ, primary screen, CHO-K1 cells, beta-arrestin complementation, luminescence. inhibition, % at 20 µM. 330,000 compounds, 0.32% hits;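 active means inhibition above about 40% at 20 µM, limit read from the data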;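 further: cells challenged with 10 nM apelin-13 agonist together with compound; plate controls were apelin-13 plus DMSO wells for no effect and DMSO wells lacking apelin-13 for full effect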
Starred values were filed as active, the others as inactive; nt = no result given.

SMILES	APJ agonist	TIM10 inh	NR3A LBD binder	beta cell repl	tim23-1 inh	NLRP3 yeast inh	tim10-1 inh	MPTP inh	APJ antag
Cc1cccc(NC(=O)c2cc3c(=O)n4ccccc4nc3n(CC(C)C)c2=N)c1	-0.5	-8.9	-0.2	-6.3	-8.3	6.9	1.9	-0.3	-40.2
CC1(C)N([O-])C2=C(CCCC2)[N+]1=O	-1.0	-8.0	-2.2	0.7	6.8	5.4	-0.2	-1.7	-38.7
CCC1NC(=O)c2ccccc2N1c1cccc(Cl)c1 (stereo not given)	1.3	-13.8	-0.4	-0.9	28.0	15.4	3.1	12.8	-9.6
COCCCNC(=O)CN(c1cc([N+](=O)[O-])ccc1OC)S(C)(=O)=O	-2.3	5.4	-0.8	4.2	-1.0	10.2	-12.1	-1.3	1.5
CC(=O)Nc1ccc(NCc2ccc(C)s2)cc1	2.0	2.4	-0.5	-3.9	20.6	23.7	5.4	-0.2	-12.4
COc1cc(C(CC(=O)N2CCN(c3ccccc3)CC2)c2c(OC)cc(OC)c3ccc(=O)oc23)cc(OC)c1OC (stereo not given)	6.4	1.6	-2.4	0.2	-0.4	21.1	-5.5	-0.4	18.5
COc1cc(-c2nnc(SCC(=O)O)n2-c2ccccc2)cc(OC)c1OC	3.2	-1.3	-0.7	0.5	-6.0	18.7	-13.3	0.2	-9.7
OCCCNc1cc(-c2ccnc(Nc3cccc(Cl)c3)n2)ccn1	11.1	-168.0	-12.9	-3.5	-23.9	45.9	-39.2	-2.0	-18.4
O=C(CN(C(=O)Cn1nnc(-c2ccccc2F)n1)c1cccc2c1CCCC2)NCc1ccccc1	-1.3	14.9	-0.8	-5.3	35.1	-1.7	25.6	8.7	2.0
CC1CC(C)CN(CCCCOc2ccc([N+](=O)[O-])cc2)C1 (stereo not given)	1.2	-7.0	1.6	0.0	18.4	25.9	-17.8	0.9	0.1
CCCCCn1c(C(Cc2ccccc2)NC(C)=O)nc2ccccc21 (stereo not given)	2.8	16.0	-1.1	-0.6	25.8	8.1	33.7	-0.3	5.5
CC1(C)Cc2c(c(-c3ccccc3)nc3sc4c(=O)[nH]c(=S)[nH]c4c23)CO1	-3.2	5.8	1.2	1.5	12.3	5.4	1.6	nt	3.2
Cc1ccc(NS(=O)(=O)c2coc(C(N)=O)c2)cc1F	-0.4	3.1	-1.6	0.4	5.5	1.6	3.3	-1.7	-36.9
Cc1cn(S(=O)(=O)c2ccc(Br)cc2)cn1	-1.0	-5.8	-0.2	-1.7	1.8	1.5	2.5	-0.7	-9.4
O=S(=O)(NC1CCCCC1N1CCCCC1)c1ccc(Cl)cc1 (stereo not given)	-4.1	0.0	2.0	-0.5	9.4	-2.3	0.5	-1.8	-9.4
C=CCC1(CC=C)CCCN1C(=O)CC1C(=O)NCCN1Cc1cccc(OC)c1 (stereo not given)	-0.4	3.8	-0.5	-0.6	31.3	-2.0	20.3	4.2	-7.7
CC1(C)CC(=O)c2cnn(-c3nc4ccccc4[nH]3)c2C1	-0.5	28.6	-1.8	0.1	26.8	12.0	15.0	1.3	-2.4
O=C1CCCN1CCCNC(=S)Nc1ccccc1	-2.8	7.5	0.9	1.6	10.9	5.6	6.8	-0.5	4.2
Cc1ccc(-c2nc3ccccc3nc2-c2ccccc2)cc1	-1.5	-2.6	0.0	-2.8	32.4	8.5	-6.9	-0.7	19.1
CN(CC(=O)NCCC1=CCCCC1)S(=O)(=O)c1ccc2c(c1)CCC(=O)N2	4.7	-2.4	4.7	0.2	3.8	-6.4	4.2	-0.1	17.8
O=C(CNC(=O)c1ccc(F)cc1)N/N=C/c1ccc(O)c([N+](=O)[O-])c1	-5.5	2.7	7.2	-2.4	16.2	6.5	9.1	-0.6	19.3
COc1ccc(CN2CC[C@H]3C=CCc4cccc(c43)C2)cc1	-2.4	26.1	-1.1	-3.9	23.2	-6.2	15.8	6.9	-2.4
Cc1cccc(NC(=O)CNC(=O)COc2cc(F)ccc2[N+](=O)[O-])c1C	-2.3	-8.7	1.1	-3.6	-10.8	6.5	-10.2	-1.5	18.3
CCOC(=O)c1cc(C#N)c(N2CCCNCC2)nc1C(F)(F)F	0.0	4.5	-9.7	-0.4	3.8	-2.1	14.2	1.7	6.8
O=C(Cc1cccs1)N/N=C/C=C\c1ccco1	-1.8	6.4	-4.8	4.1	19.7	10.8	3.0	-0.5	24.9

5 compounds drawn at random from the list so far, as already listed:
SMILES	APJ agonist	TIM10 inh	NR3A LBD binder	beta cell repl	tim23-1 inh	NLRP3 yeast inh	tim10-1 inh	MPTP inh	APJ antag
OCCCNc1cc(-c2ccnc(Nc3cccc(Cl)c3)n2)ccn1	11.1	-168.0	-12.9	-3.5	-23.9	45.9	-39.2	-2.0	-18.4
C=CCC1(CC=C)CCCN1C(=O)CC1C(=O)NCCN1Cc1cccc(OC)c1 (stereo not given)	-0.4	3.8	-0.5	-0.6	31.3	-2.0	20.3	4.2	-7.7
O=C(CN(C(=O)Cn1nnc(-c2ccccc2F)n1)c1cccc2c1CCCC2)NCc1ccccc1	-1.3	14.9	-0.8	-5.3	35.1	-1.7	25.6	8.7	2.0
CC1(C)Cc2c(c(-c3ccccc3)nc3sc4c(=O)[nH]c(=S)[nH]c4c23)CO1	-3.2	5.8	1.2	1.5	12.3	5.4	1.6	nt	3.2
CCOC(=O)c1cc(C#N)c(N2CCCNCC2)nc1C(F)(F)F	0.0	4.5	-9.7	-0.4	3.8	-2.1	14.2	1.7	6.8

(cont.)
SMILES	APJ agonist	TIM10 inh	NR3A LBD binder	beta cell repl	tim23-1 inh	NLRP3 yeast inh	tim10-1 inh	MPTP inh	APJ antag
O=C(O)CC(CC(=O)Nc1ccc(-c2ccccc2)cc1)c1ccccc1 (stereo not given)	-2.2	11.1	-1.0	-4.9	5.2	4.4	-7.3	-0.6	8.0
CCOc1ccccc1NC(=O)C1CCC(=O)N1S(=O)(=O)c1ccc(C)cc1 (stereo not given)	11.1	-3.0	0.7	-2.8	15.1	-0.5	-1.2	0.7	-5.6
Cc1ccc(NC(=O)C2CCN(S(=O)(=O)c3c(C)noc3C)CC2)cc1C	2.1	12.4	0.5	-0.1	9.6	-14.6	3.3	-1.8	4.0
Cc1cc2n(n1)C(c1ccccc1)Nc1ccccc1-2 (stereo not given)	-0.7	34.3	-1.7	-1.5	18.8	3.0	31.1	3.4	-2.3
CCCc1cc(=O)[nH]c(SCC(=O)N2CCN(c3ccc(F)cc3)CC2)n1	-2.8	-8.4	-1.0	0.4	-1.3	3.6	2.1	0.3	8.5
O=C(NCCCn1ccnc1)C(=O)NCC1OCCN1S(=O)(=O)c1ccc2c(c1)OCCO2 (stereo not given)	-1.3	-6.4	1.1	-1.8	11.1	-15.1	-4.7	3.0	-2.5
C=CCN1C(=O)CSc2ccc(C(=O)NCc3cccs3)cc21	-1.6	-9.8	-0.6	-3.5	-2.3	-1.7	9.1	-0.2	3.9
COc1ccc(NC(=O)c2oc3ccc(S(=O)(=O)N4CCC5(CC4)OCCO5)cc3c2C)cc1	6.7	12.0	-2.6	-2.3	39.0	-14.4	23.8	-0.2	11.7
Cc1cccc(NC(=O)CNC(=O)c2sc3ccccc3c2Cl)n1	1.2	3.9	-0.9	3.2	5.0	20.8	1.9	-1.0	8.2
CC(C)c1nc(N2CCOCC2)c(C#N)c2c1CCC2	-4.1	0.5	2.1	0.0	7.5	14.3	15.1	2.3	6.3
Cc1ccc(NS(=O)(=O)c2ccc3c(c2)CC(=O)N3)cc1C	-2.6	12.6	0.5	-1.9	-7.2	5.2	1.7	44.0	-8.7
COc1cc(OC)cc(C(=O)N[C@H](C(=O)OCC(=O)Nc2ccc(F)c(F)c2F)C(C)C)c1	-0.6	28.5	-4.0	-3.8	2.3	3.6	4.1	1.5	-24.8
O=C(O)c1ccc(CSc2nnc(-c3ccccc3Br)o2)cc1	-0.3	-1.6	0.2	-1.5	-6.2	4.4	2.7	0.0	2.6
O=C(Cn1cncn1)N/N=C/c1cccnc1	-1.7	-12.5	-0.6	-0.7	11.9	8.4	-2.0	0.7	10.2
CC(=O)c1sc(NC(=O)c2cc(=O)c3ccccc3o2)nc1C	-3.6	11.9	2.1	-3.8	9.6	4.0	-2.1	2.3	-3.8
Nc1ccc2c(c1)C(=O)N(c1cccc3ccccc13)C2=O	-1.6	3.3	0.1	-2.8	31.6	25.3	36.3	0.5	-32.3
COC(=O)C(NNc1ccccc1)(NC(=O)c1ccc(F)cc1)C(F)(F)F (stereo not given)	-5.6	-12.0	2.8	-3.3	14.4	17.1	26.2	1.8	10.5
COc1ccc(S(=O)(=O)N(CCCN2CCOCC2)Cc2ccc(OC)c(OC)c2)cc1	-2.9	7.1	9.2	-0.2	12.0	29.6	4.1	-1.1	6.5
CCCNC(=O)C(Cc1ccc(F)cc1)NC(=O)c1ccccc1 (stereo not given)	-0.7	-1.7	-1.5	1.4	4.9	8.6	2.8	-1.0	-0.3
Cc1ccccc1NC(=O)CC1SCCNC1=O (stereo not given)	0.0	1.7	-0.8	-0.9	3.5	25.5	-7.9	-0.8	5.1
O=c1c2ccccc2nnn1Cc1ccccc1	-3.4	2.2	0.5	-1.5	0.2	8.2	-4.6	-1.4	-6.0
CCc1nnc(NC(=O)CS(=O)(=O)Cc2ccccc2)s1	-3.3	13.1	-2.3	-2.6	-0.6	5.4	-13.6	-0.9	11.8
N#CCNC1CC(=O)N(c2ccccc2)C1=O (stereo not given)	1.8	-6.0	-2.2	-2.0	7.2	17.0	8.7	0.4	18.9
COc1cc(OC)c(N(C)S(=O)(=O)c2cccc(C(=O)Nc3nnc(C4CC4)s3)c2)cc1Cl	-0.6	1.7	1.6	-2.9	2.4	-1.0	2.1	10.2	-2.0
O=C(C1=C(O)C(=O)N(Cc2ccco2)C1c1ccccc1)c1cccs1 (stereo not given)	9.5	-16.6	0.6	-1.7	22.8	8.5	18.5	6.7	7.4

Two of the compounds above, bar-delimited.
smiles | APJ agonist | TIM10 inh | NR3A LBD binder | beta cell repl | tim23-1 inh | NLRP3 yeast inh | tim10-1 inh | MPTP inh | APJ antag
Cc1cn(S(=O)(=O)c2ccc(Br)cc2)cn1 | -1.0 | -5.8 | -0.2 | -1.7 | 1.8 | 1.5 | 2.5 | -0.7 | -9.4
CC1(C)N([O-])C2=C(CCCC2)[N+]1=O | -1.0 | -8.0 | -2.2 | 0.7 | 6.8 | 5.4 | -0.2 | -1.7 | -38.7

Arranged by the number under APJ agonist (falling): five of the compounds above.
compound,APJ agonist
CCOc1ccccc1NC(=O)C1CCC(=O)N1S(=O)(=O)c1ccc(C)cc1 (stereo not given),11.1
CCCCCn1c(C(Cc2ccccc2)NC(C)=O)nc2ccccc21 (stereo not given),2.8
COc1cc(OC)c(N(C)S(=O)(=O)c2cccc(C(=O)Nc3nnc(C4CC4)s3)c2)cc1Cl,-0.6
COc1ccc(CN2CC[C@H]3C=CCc4cccc(c43)C2)cc1,-2.4
CC1(C)Cc2c(c(-c3ccccc3)nc3sc4c(=O)[nH]c(=S)[nH]c4c23)CO1,-3.2
